# Screens: PubChem BioAssay, several laboratories
# TNAP activators: stimulation of alkaline phosphatase TNAP activity – biochemical, luminescent, no phosphate acceptor, uHTS, primary screen (AID 1001); purified TNAP, luminescent activation assay, no phosphate acceptor; higher activation fold means a stronger effect; hit rate 0.03% among 200,000; activation fold at 20 µM, or EC50 in µM where a hit was titrated; in the data active = activation fold from about 3, or a potency from the dose series; inactive = the rest, 99 in 100 with activation fold below about 1.6; note: many of its hits are not listed in these tables
# HEK293 NOD2/NF-kB: NOD2 signaling inhibitors, cell-based, luminescence, uHTS, HEK293 (AID 1566); HEK293 NOD2/NF-kB luciferase reporter, luminescence; higher % means a stronger effect; inhibition, % at 4 µM; hits with a dose series show EC50 in µM; hit rate 0.63% among 290,000; note: many of its hits are not listed in these tables
# ER stress rescue: protection against thapsigargin-triggered cell killing – 384-well, CSM14.1, ATP luminescence, primary screen (AID 1222) | CSM14.1 thapsigargin-induced death rescue, ATP luminescence; higher % means a stronger effect | one-dose cellular ATP content (survival), % at 20 µM; EC50 in µM for titrated hits | 190,000 tested, under 10 active;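 active = EC50 below 50 µM in the dose-response confirmation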;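 note: death triggered by thapsigargin at about 15 µM added after 2 h compound pretreatment; cell ATP read after overnight thapsigargin exposure of roughly 18 to 22 hours; normalized against plate controls of thapsigargin alone and 5% DMSO vehicle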
# Yfh1-off respiration: mitochondrial function rescue without frataxin homolog – Friedreich's ataxia, plus single-dose screen, dose response (AID 1465); S. cerevisiae Yfh1-off respiration, WST-1 reduction, 72 h; higher fold induction means a stronger effect; fold induction at 50 µM, or EC50 in µM where a hit was titrated; hit rate 0.074% among 220,000;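 active = fold induction of absorbance versus untreated yeast above a set limit, then at least 30% activation at any dose in follow-up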;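 note: activators that raise dye reduction in frataxin-depleted yeast; strong numbers were not always called active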
# NTR1 agonist: NTR1-driven beta-arrestin-GFP spot formation – imaging, U2OS cells, high content, primary screen (AID 493036) | hit rate 0.17% among 330,000 | agonist mode | P30989 | activation, % at 20 µM;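 active = activation at or above 40% of the spot to cytoplasm intensity ratio, with at least 20 cells analyzed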;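 note: 0% = DMSO without peptide and 100% = 100 nM NTR1 peptide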
# Target sequence (P30989 whole entry, looked up): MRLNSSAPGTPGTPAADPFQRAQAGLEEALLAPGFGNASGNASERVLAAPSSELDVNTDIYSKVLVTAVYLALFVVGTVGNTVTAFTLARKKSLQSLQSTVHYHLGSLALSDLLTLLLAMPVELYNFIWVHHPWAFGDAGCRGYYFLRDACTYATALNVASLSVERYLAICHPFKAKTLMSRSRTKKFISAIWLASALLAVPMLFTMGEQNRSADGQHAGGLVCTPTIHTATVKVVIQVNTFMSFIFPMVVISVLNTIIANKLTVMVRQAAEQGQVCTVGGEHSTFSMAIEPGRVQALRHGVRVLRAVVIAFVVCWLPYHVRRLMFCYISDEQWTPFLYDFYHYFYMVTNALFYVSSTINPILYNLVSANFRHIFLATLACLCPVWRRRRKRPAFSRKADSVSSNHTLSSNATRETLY
# GPR55 activation: GPR55 agonists via beta-arrestin recruitment, primary screen, imaging, U2OS cells, beta-arrestin-GFP redistribution (AID 1961); U2OS GPR55 beta-arrestin-GFP redistribution imaging; higher % means a stronger effect; activation, % at 10 µM; hits with a dose series show EC50 in µM; hit rate 0.048% among 290,000;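 active = activation above 40% with more than 50 cells counted in the well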;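 note: U2OS osteosarcoma cells stably expressing GPR55 and beta-arrestin-GFP; plate controls were DMSO negative control for no effect and LPI positive control for full effect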
# KOR beta-arrestin-1: kappa opioid receptor blockers – cell-based, luminescence, uHTS (AID 1778); hit rate 0.091% among 290,000; KOR beta-arrestin recruitment, luminescence, antagonist mode; higher % means a stronger effect; inhibition, % at 10 µM; hits with a dose series show IC50 in µM; note: strong numbers were not always called active
# NOD1 NF-kB reporter: inhibition of NOD1-driven NF-kB reporter – cell-based, luminescence, uHTS, primary screen (AID 1578). hit rate 1% among 290,000. inhibition, % at 4 µM, or EC50 in µM where a hit was titrated. NOD1-driven NF-kB luciferase reporter cells, luminescence; higher % means a stronger effect; in the data active = inhibition mostly above about 36%, no sharp cut-off; inactive = mostly below about 34%;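 note: HEK-293T reporter cells stimulated with the NOD1 agonist gamma-tri-DAP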
# KOR beta-arrestin-2: KOR agonists, beta-arrestin recruitment, primary screen, cell-based, luminescence, uHTS (AID 1777); KOR beta-arrestin recruitment, luminescence; higher % means a stronger effect; activation, % at 10 µM; hits with a dose series show EC50 in µM; hit rate 0.02% among 280,000; in the data active = activation above about 50%, passing the limit was not always enough; note: a part of the inactive calls stands beside numbers as strong as those of hits
# NTR1 agonist cell count 20 µM: also measured in NTR1 agonist; calls as there; cell count; measured here: cell count, cytotoxicity flag
# Numbers without * were called inactive; i = inactive; · = no result given; [ ] = dose if it differs, or a comment. Cut-off read from the data, not from the text of the source, unless noted: active = inhibition above about 50%; inactive = the rest.
(1) Cc1sc2ncnc(Sc3nc4ccccc4s3)c2c1C
(2) COc1ccccc1-c1cc(C(=O)N2CCN(c3ccc(F)cc3)CC2)no1
(3) COc1ccccc1NC(=O)N1CCN(c2cc(-c3ccccc3)nc3ncnn23)CC1
(4) Cc1ccc(-c2cc(C(F)F)n3ncc(C(=O)N4CCCCC4c4cccnc4)c3n2)cc1 (configuration not stated)
(5) CCOc1ccccc1N(C(=O)c1snc(C(N)=O)c1N)C(C(=O)NC1CCCC1)c1ccco1 (configuration not stated)
(6) Cc1cc(C)cc(OCC(=O)Nc2cc(C)on2)c1
(7) CC(C)C(=O)N1CCC2(CC1)Oc1ccc(Cl)cc1C(=O)C21CC(c2ccccc2)=NO1 (configuration not stated)
(8) O=C(O)CSCC(=O)Nc1ccc(C(=O)O)cc1
assay / entry	1	2	3	4	5	6	7	8
TNAP activators	1	1.1	1.1	1.1	1.2	1.1	·	1.1
HEK293 NOD2/NF-kB	32.5%	20.5%	9.8%	17.2%	-3.7%	22.4%	-7.0%	-3.8%
ER stress rescue	0.7%	-1.2%	-0.3%	-0.6%	0.1%	-0.9%	·	-2.5%
Yfh1-off respiration	i	i	i	i	·	i	i	i
NTR1 agonist	3.1	7.1	0.2	5.8	-0.3	0.0	10.6	1.0
NTR1 agonist cell count 20 µM	58	59	49	52	67	61	85	62
GPR55 activation	-0.1%	-0.1%	0.2%	0.2%	-0.1%	0.2%	-0.2%	-0.2%
KOR beta-arrestin-1	8.4%	27.6%	24.4%	-44.1%[20 µM]	-9.1%	-10.4%	28.2%	18.7%
NOD1 NF-kB reporter	48.7%	8.6%	-0.2%	2.1%	-2.9%	-36.3%	-8.3%	-13.3%
KOR beta-arrestin-2	-1.7%	-3.4%	-3.6%	0.2%	5.0%	-4.2%	5.4%	4.5%

(9) Cc1cccc(C)c1NC(=S)Nc1ccc(F)cc1
(10) O=C(NNC(=O)c1cccs1)c1ccc(S(=O)(=O)N2CCCCC2)cc1
(11) CCOC(=O)C1=C(C)N=c2s/c(=C\c3ccc(OC(C)=O)cc3)c(=O)n2C1/C=C/c1ccccc1 (configuration not stated)
(12) O=C(COc1ccccc1Cl)Nc1ccc(S(=O)(=O)Nc2ccccn2)cc1
(13) COc1ccc(CCCNC(=O)C2CCC(=O)N(CCCN3CCCC3=O)C2)cc1 (configuration not stated)
(14) O=Cc1c(-[n+]2ccccc2)nc([O-])n1-c1ccccc1
(15) Cc1cc(NC(=O)c2ccc(COc3ccc(Cl)c(C)c3)o2)no1
(16) CCOCCCn1c(=S)[nH]c2cc(C(=O)NCCc3ccc(OC)c(OC)c3)ccc2c1=O
assay / entry	9	10	11	12	13	14	15	16
TNAP activators	1.1	1.2	0.9	·	·	1.1	1.1	·
HEK293 NOD2/NF-kB	5.2%	3.9%	2.9%	13.5%	-7.6%	0.0%	-4.6%	8.5%
ER stress rescue	2.5%	0.5%	-3.5%	·	·	0.0%	·	·
Yfh1-off respiration	i	i	i	·	·	i	i	·
NTR1 agonist	1.0	-0.7	0.5	3.1	0.7	-6.2	0.4	-1.0
NTR1 agonist cell count 20 µM	38	50	31	47	76	84	58	50
GPR55 activation	-0.1%	-0.4%	0.0%	-0.1%	-0.1%	-0.1%	-0.1%	-0.1%
KOR beta-arrestin-1	-5.3%	-0.2%	-24.4%	-23.7%	39.5%	-31.7%	-60.9%	-11.8%
NOD1 NF-kB reporter	-10.3%	-1.8%	24.5%	-25.6%	-35.2%	2.6%	-22.6%	-14.5%
KOR beta-arrestin-2	-8.8%	6.3%	0.9%	-2.4%	5.9%	-4.3%	-2.8%	-1.7%

(17) CC(=O)NNC(=O)c1[nH]c2ccc(Br)cc2c1-c1ccccc1
(18) O=C1CCC(=O)N1CCOP1(=O)COc2ccccc2OC1
(19) O=C(N/N=C/c1ccoc1)c1ccccc1Br
(20) CC(=O)Oc1ccc(/C=C2\C=C(c3ccc(C)cc3)OC2=O)cc1
(21) C/C=C/C(=O)OCC(=O)Nc1cccc(S(=O)(=O)NC2=NCCCCC2)c1
(22) CCC(C)(C)NC(=O)C(c1ccc(C)cc1)N(Cc1ccco1)C(=O)Cn1nnc2ccccc21 (configuration not stated)
(23) CCn1c(NCc2ccccc2Cl)nc2ccccc21
(24) CCOC(=O)c1c(C)[nH]c(C)c1C(=O)CSc1nnc(-c2ccco2)n1Cc1ccccc1
assay / entry	17	18	19	20	21	22	23	24
TNAP activators	·	1.1	·	·	1.2	1.1	1.1	1.1
HEK293 NOD2/NF-kB	26.0%	-8.4%	-4.1%	-1.0%	-11.3%	3.5%	15.4%	-19.9%
ER stress rescue	·	0.6%	·	·	0.2%	-1.0%	-0.8%	-1.8%
Yfh1-off respiration	·	i	·	·	i	i	i	i
NTR1 agonist	0.9	-1.8	-0.6	-0.1	-0.7	0.7	-0.1	1.4
NTR1 agonist cell count 20 µM	72	76	60	83	70	72	50	96
GPR55 activation	0.0%	-0.3%	-0.1%	-0.1%	-0.4%	-0.2%	0.0%	0.2%
KOR beta-arrestin-1	-12.3%	3.8%	2.4%	-35.9%	-17.0%	7.6%	-7.9%	-10.6%
NOD1 NF-kB reporter	2.2%	0.0%	-36.5%	1.6%	-34.6%	-12.9%	-14.4%	7.9%
KOR beta-arrestin-2	-4.8%	2.1%	2.9%	-1.2%	-3.5%	-3.5%	4.8%	-9.7%

(25) COc1ccccc1N(C)S(=O)(=O)c1ccc(Cl)c(C(=O)N2CCC(C(N)=O)CC2)c1
(26) COc1ccc(-c2cc(C)nc3nc(N)nn23)cc1
(27) Cc1ccc(C(=O)Nc2ccc(C(F)(F)F)n(C)c2=O)cc1
(28) CC(NC(=O)COc1ccc(Oc2ccccc2)cc1)C(=O)O (configuration not stated)
(29) CP(=O)(COC(=O)c1ccccc1)COC(=O)c1ccccc1
(30) O=C(O)c1cccc(NC(=O)c2ccc3c(c2)C(=O)N(C2CCCCC2)C3=O)c1
(31) CC(=O)Nc1ccc(NC(=O)CSc2nnc(-c3cc(C)[nH]n3)n2N)cc1
(32) CC(=O)OCC#CCSc1nc2ccccc2n1C
assay / entry	25	26	27	28	29	30	31	32
TNAP activators	1	1.1	1	1.1	1.1	·	·	1.1
HEK293 NOD2/NF-kB	4.2%	-93.2%	-71.2%	2.0%	2.9%	-12.2%	8.7%	8.4%
ER stress rescue	0.0%	-0.9%	-0.5%	0.5%	·	·	·	-0.1%
Yfh1-off respiration	i	i	i	i	i	·	·	i
NTR1 agonist	-0.1	-0.2	1.0	0.0	-0.8	0.2	0.4	-1.0
NTR1 agonist cell count 20 µM	43	51	51	99	35	56	75	61
GPR55 activation	-0.5%	0.0%	-0.6%	0.1%	-0.2%	-0.2%	-0.1%	0.4%
KOR beta-arrestin-1	-17.6%	18.6%	-6.0%	-0.6%	-16.3%	0.4%	13.8%	2.7%
NOD1 NF-kB reporter	-48.3%	-17.8%	-37.1%	-7.4%	-5.5%	-15.2%	-6.8%	-19.8%
KOR beta-arrestin-2	2.2%	-3.5%	2.7%	-1.9%	-1.6%	-0.8%	1.9%	-2.0%

# The last 4 records of the section before lead into the next:
(29) CP(=O)(COC(=O)c1ccccc1)COC(=O)c1ccccc1
(30) O=C(O)c1cccc(NC(=O)c2ccc3c(c2)C(=O)N(C2CCCCC2)C3=O)c1
(31) CC(=O)Nc1ccc(NC(=O)CSc2nnc(-c3cc(C)[nH]n3)n2N)cc1
(32) CC(=O)OCC#CCSc1nc2ccccc2n1C
(33) CCCC(=O)Nc1nc(C)c(C(C)=O)s1
(34) CCn1c(C(=O)O)c(CC(=O)Nc2ccccc2OC)c2ccccc21
(35) CS(=O)(=O)N1CCc2cc(-c3csc(NC(=O)C(c4ccccc4)c4ccccc4)n3)ccc21
(36) COc1ccc(NC(=O)CN2CCC(NC(=O)C3CCCCC3)CC2)cc1
(37) O=C(NCc1ccc(F)cc1)c1c(O)c2cccc3c2n(c1=O)CCC3
(38) O=C(CSc1n[nH]c(-c2ccncc2)n1)Nc1ccc(Cl)c(Cl)c1
(39) Cc1cccc(C(=O)O/N=C/c2ccc(Br)cc2)c1
(40) Cc1[nH]n(-c2ccccc2)c(=O)c1CCOC(=O)c1ccc(C(F)(F)F)cc1
assay / entry	29	30	31	32	33	34	35	36	37	38	39	40
TNAP activators	1.1	·	·	1.1	1.1	·	1.1	1.1	1	·	1.1	1.1
HEK293 NOD2/NF-kB	2.9%	-12.2%	8.7%	8.4%	-6.1%	7.8%	-94.9%	5.1%	24.3%	-12.0%	6.6%	17.6%
ER stress rescue	·	·	·	-0.1%	-1.4%	·	3.5%	0.9%	0.6%	·	0.1%	2.9%
Yfh1-off respiration	i	·	·	i	i	·	i	i	i	·	i	i
NTR1 agonist	-0.8	0.2	0.4	-1.0	2.0	-1.2	2.9	1.1	3.8	4.2	1.6	3.7
NTR1 agonist cell count 20 µM	35	56	75	61	45	46	69	85	42	48	63	82
GPR55 activation	-0.2%	-0.2%	-0.1%	0.4%	-0.1%	-0.1%	-0.1%	0.3%	-0.2%	0.2%	-0.3%	-0.2%
KOR beta-arrestin-1	-16.3%	0.4%	13.8%	2.7%	-10.6%	14.1%	-11.6%	4.5%	-5.7%	-17.4%	14.8%	-44.7%
NOD1 NF-kB reporter	-5.5%	-15.2%	-6.8%	-19.8%	10.3%	-4.3%	-48.1%	-5.9%	-56.0%	-9.0%	-20.5%	-3.5%
KOR beta-arrestin-2	-1.6%	-0.8%	1.9%	-2.0%	-4.6%	7.4%	2.4%	5.1%	0.6%	6.6%	-2.2%	3.1%

(41) O=C(NCC(c1ccco1)N1CCOCC1)c1ccc([N+](=O)[O-])cc1 (configuration not stated)
(42) Cc1cc2ccccc2c(=O)n1CC(=O)NCC1COc2ccccc2O1 (configuration not stated)
(43) O=C(NNC(=O)c1ccccc1Br)c1ccccc1Cl
(44) CCCCC(=O)Nc1cc(C)c2c(=O)oc3ccccc3c2n1
(45) O=C(CN1CCCCC1)N1CCN(C(=O)CN2CCCCC2)CC1
(46) CCCC(=O)Nc1cccc(NC(=O)c2ccc3c(c2)OCO3)c1
(47) CN(Cc1c(F)cccc1Cl)C(=O)CCc1c[nH]c2ccccc12
assay / entry	41	42	43	44	45	46	47
TNAP activators	1.2	1.1	1.2	1.1	1.2	1.1	·
HEK293 NOD2/NF-kB	-0.5%	8.8%	0.2%	-1.0%	-0.9%	-1.4%	5.0%
ER stress rescue	4.7%	1.6%	-0.2%	-1.3%	-0.8%	-4.1%	·
Yfh1-off respiration	i	i	i	i	i	i	·
NTR1 agonist	2.0	-3.0	0.5	-0.6	·	-1.0	1.2
NTR1 agonist cell count 20 µM	56	79	41	51	·	87	37
GPR55 activation	0.2%	-0.1%	-0.8%	0.9%	-1.0%	0.0%	-0.1%
KOR beta-arrestin-1	2.0%	11.3%	16.6%	-41.4%	-5.8%	13.3%	15.0%
NOD1 NF-kB reporter	-26.0%	-25.2%	-36.6%	8.7%	-9.1%	-20.6%	-25.8%
KOR beta-arrestin-2	-6.2%	0.9%	1.4%	16.2%	·	-1.6%	1.5%

# Some of the compounds tested; rates above refer to the full screens.
